Compound activity: PubChem BioAssay, National Center for Advancing Translational Sciences (NCATS)
ELG1 repair inh: blocks ELG1-dependent DNA repair in HEK293T cells. HEK293T ELG1-luciferase reporter, luminescence, 16 h; DNA damage induced by 5-fluorouridine. Potency, µM (series often up to 46.1 µM), inactives show at the top dose activity change, negative = inhibition, hits mostly inhibitors. actives 2.3% (n = 330,000); note: potency is the fitted concentration of half-maximal effect; % is set by controls: 0 for no effect and ±100 for the full control effect; nearly all actives have a fitted effect of over 55% in size
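Cells (2,000 per well) received 5-fluorouridine plus test compound or DMSO and were incubated 16 hr at 37 °C, 5% CO2. Luciferase activity was read by luminescence 30 min after ONE-Glo addition; signal suppression marked inhibition of damage-induced ELG1 function.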
Mito fusion yeast: blocks mitochondrial division or promotes mitochondrial fusion; S. cerevisiae fusion-defective mutant growth rescue, CellTiterGlo 48 h; Potency, µM (top dose mostly 46.1 µM), for inactives: at the top dose growth rescue (activation), usual class: activators; actives 0.23% (n = 320,000);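 note: potency is the fitted concentration of half-maximal effect; % of control where 0% means no effect; nearly all actives have a fitted effect of over 45% in size; temperature-sensitive fusion mutants such as fzo1-1 at 37 °C on non-fermentable ethanol glycerol medium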
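S. cerevisiae fusion-defective temperature-sensitive mutants (e.g. fzo1-1, mgm1-5) grown 48 h at 37C in YPEG (ethanol/glycerol non-fermentable) medium with 23 nl compound per well; growth rescue read as CellTiterGlo luminescence.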
PTAP TSG101 blk: blocks PTAP/TSG101 interaction to inhibit HIV-1 budding. Q99816. Fluorescence polarization, FITC-PTAP peptide / Tsg101 binding. Potency, µM (highest dose often 115 µM), for the others: top-dose activity change, negative = inhibition, usual class: inhibitors. 340,000 tested, under 10 active. AID 493005; active = well fitted inhibition curve with a large enough effect in the main read-out, with a control signal flat, not every such curve was filed as active; inconclusive = small, poorly fitted or top-dose-only effect, or effect the other way, or a change in a side signal; inactive = no such curve, though single readings can be large or run the other way; note: potency is the fitted concentration of half-maximal effect; % of control where 0% means no effect
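Steps: Tsg101 binding domain dispensed (10 uM final), compounds pinned in DMSO, FITC-labeled PTAP-motif peptide added (50 nM final); after 20 min binding at room temperature, polarization measured.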
B2AR arrestin: agonists driving beta-arrestin recruitment to human beta2-adrenergic receptor; beta-arrestin recruitment to beta2AR, cell-based reporter; actives 0.02% (n = 330,000); Potency, µM (top dose mostly 46.1 µM), for inactives: at the highest dose activation, hits mostly activators; AID 492947; P07550;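 note: potency is the fitted concentration of half-maximal effect; 0% = DMSO controls and full agonism = EC100 isoproterenol or metaproterenol; nearly all actives have a fitted effect of over 65% in size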
USP2a block: blocks human ubiquitin-specific protease USP2a; actives 0.01% (n = 330,000); USP2 core, Ub-CHOP2 coupled fluorogenic reporter, 485/531; Potency, µM (doses to about 38.3 µM), for the others: at the highest dose activity change, negative = inhibition, actives largely listed as inhibitors; O75604;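 note: potency is the fitted concentration of half-maximal effect; plate controls were DMSO wells for no effect and full inhibition by NEM control for full effect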
Target sequence (O75604 whole entry, looked up): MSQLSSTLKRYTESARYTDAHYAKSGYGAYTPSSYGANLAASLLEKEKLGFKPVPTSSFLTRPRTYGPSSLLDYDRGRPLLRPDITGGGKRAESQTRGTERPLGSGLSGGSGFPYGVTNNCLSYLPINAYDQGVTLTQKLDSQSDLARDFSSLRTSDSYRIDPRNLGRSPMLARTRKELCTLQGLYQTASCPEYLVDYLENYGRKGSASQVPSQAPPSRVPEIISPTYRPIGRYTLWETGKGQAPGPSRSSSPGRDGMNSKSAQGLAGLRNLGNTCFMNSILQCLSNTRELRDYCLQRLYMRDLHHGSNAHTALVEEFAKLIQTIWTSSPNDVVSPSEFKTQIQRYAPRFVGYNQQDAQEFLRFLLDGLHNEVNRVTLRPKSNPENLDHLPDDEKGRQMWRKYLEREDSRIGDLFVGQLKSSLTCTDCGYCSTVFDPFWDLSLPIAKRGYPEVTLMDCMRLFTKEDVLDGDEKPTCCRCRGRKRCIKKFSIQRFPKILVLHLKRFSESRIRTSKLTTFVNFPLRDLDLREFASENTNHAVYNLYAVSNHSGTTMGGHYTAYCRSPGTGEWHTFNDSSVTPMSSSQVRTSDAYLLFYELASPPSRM
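Cell-free coupled assay: 10nM USP2 core preincubated 30min RT with compound in Tris-HCl pH 8.0/CaCl2/CHAPS buffer, then 25nM Ub-CHOP2 and 25nM reporter substrate; fluorescence (Ex 485/Em 531) read after 60min RT, normalized to NEM inhibition, concentration-response curves fitted.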
uPA generation: inhibitors of cell surface uPA generation | cell surface uPA generation assay, qHTS | Potency, µM (series often up to 38.3 µM), without a hit: top-dose activity change, negative = inhibition, hits mostly inhibitors | actives 0.31% (n = 330,000); active = well fitted inhibition curve with a large enough effect; inconclusive = small, poorly fitted or top-dose-only effect; inactive = no such curve, though single readings can be large or run the other way; tested in mouse RAW 264.7 cells; note: potency is the fitted concentration of half-maximal effect; % is set by controls: 0 for no effect and ±100 for the full control effect; nearly all actives have a fitted effect of over 55% in size
BCR signal inh: chronic active BCR signaling inhibition; ABC-DLBCL IkBa-CBG/CBR reporter, luminescence ratio, 4 h; Potency, µM (titrated, usually from 46.1 µM), without a hit: at the highest dose ratio change, negative = lower green/red ratio, usual class: inhibitors; actives 0.05% (n = 340,000); AID 493014; active = well fitted inhibition curve with a large enough effect in the signal ratio, with a control signal flat, not every such curve was filed as active; inconclusive = small, poorly fitted or top-dose-only effect, or effect the other way, or a change in a side signal; the % refers to the signal ratio;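 note: potency is the fitted concentration of half-maximal effect; plate controls were basal doxycycline-induced cells for no effect and cells given 10 µM MG132 for full effect; MG132 reads +100%, hits lower the ratio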
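Cell line TMD8 (human ABC DLBCL), stably expressing tet-inducible CBG68-IkBa fusion and CBR; IMDM/0.5% FBS; cpd up to 46 uM; dox induction, 4 h, 37C/5% CO2; dual luminescence; green/red ratio; MG132 control.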
Eya2 phos inh: Eya2 (human) phosphatase inhibition; O00167; recombinant Eya2, OMFP fluorescence dephosphorylation (OMFP is methylfluorescein phosphate); Potency, µM (titrated, usually from 76.9 µM), for the others: at the highest dose activity, negative = inhibition, actives largely listed as inhibitors; actives 0.006% (n = 330,000); note: potency is the fitted concentration of half-maximal effect; % is set by controls: 0 for no effect and ±100 for the full control effect
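Eya2 (0.2 uM) preincubated 10 min at ambient with compound, then OMFP substrate added at 50 uM; 10 min reaction in 50 mM HEPES pH 7.5, 50 mM NaCl, 5 uM MgCl2, 0.05% BSA, 1 mM DTT. Fluorescence read at Ex 485/Em 525 nm.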
Tb PFK inh: blocks T. brucei phosphofructokinase | actives 0.17% (n = 330,000) | T. brucei PFK, ADP-Glo luminescence | Potency, µM (series often up to 57.5 µM), inactives show at the highest dose activity, negative = inhibition, actives largely listed as inhibitors;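 note: potency is the fitted concentration of half-maximal effect; 0% = uninhibited 1x PFK enzyme wells and -100% = no-enzyme wells; nearly all actives have a fitted effect of over 60% in size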
Target sequence (O15648 whole entry, looked up): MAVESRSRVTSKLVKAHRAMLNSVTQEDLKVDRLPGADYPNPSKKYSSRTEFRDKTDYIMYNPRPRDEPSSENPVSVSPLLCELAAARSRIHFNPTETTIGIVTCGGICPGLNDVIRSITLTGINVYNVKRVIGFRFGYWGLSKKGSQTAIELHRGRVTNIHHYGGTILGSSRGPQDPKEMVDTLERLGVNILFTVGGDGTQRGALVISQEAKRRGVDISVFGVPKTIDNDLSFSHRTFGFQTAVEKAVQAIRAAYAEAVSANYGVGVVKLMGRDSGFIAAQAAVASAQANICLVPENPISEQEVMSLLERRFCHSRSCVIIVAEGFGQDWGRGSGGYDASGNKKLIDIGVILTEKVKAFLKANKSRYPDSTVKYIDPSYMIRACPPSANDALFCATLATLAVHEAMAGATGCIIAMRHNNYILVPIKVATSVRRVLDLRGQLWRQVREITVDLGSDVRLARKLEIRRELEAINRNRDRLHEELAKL
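In TEA buffer at pH 8.0 with 5 mM MgCl2, enzyme (1.25 nM) converted F6P (0.5 mM) and ATP (0.1 mM) for 45 min at room temperature. ADP product was read by luciferase luminescence.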
TSHR antag: antagonists of human thyroid stimulating hormone receptor | actives 0.2% (n = 330,000) | TSHR-expressing cells, TSH-stimulated cAMP HTRF, 2 h; hits give low values | P16473 | activity change, negative = inhibition, % at 11.5 µM;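 active = activity change below a set negative limit, meaning inhibition stronger than a set level, cut at about -70% in these data; inconclusive = activity change between two set negative limits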; note: % is set by controls: 0 for no effect and ±100 for the full control effect
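Competitive HTRF cAMP read-out (cryptate anti-cAMP antibody, cAMP-d2; 30 min, room temperature) in freshly harvested TSHR cells. Compounds added before TSH at EC80 (4nM final), followed by 2 hours' incubation at 37 deg C.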
TCR activator: activates T cell receptor signaling; primary human leukocytes, anti-CD3, IL-2 HTRF, 48 h; Potency, µM (highest dose often 9.22 µM), inactives show top-dose activation of IL-2 secretion, actives largely listed as activators; 330,000 tested, under 10 active; AID 504894; note: % of control where 0% means no effect
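Activity was scored as IL-2 release from primary human leukocytes given only a TCR signal (a-CD3 beads) plus compound for 48 hr. Detection used a two-antibody HTRF format read at 665nm.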
* = called active by the depositor; [ ] = remark or other dose. Unless noted, calls come from the whole dose curve; as a rule, active = well fitted curve in the direction sought with a large enough effect; inconclusive = small, poorly fitted or top-dose-only effect, or another doubt; inactive = no such curve, though single readings can be large; an effect the other way counts as inactive or inconclusive.

`COc1ccc(NC(=O)c2ccc3c(c2)OCO3)cc1[N+](=O)[O-]` gave ELG1 repair inh inconclusive, Mito fusion yeast -2.4%, PTAP TSG101 blk 0.2%, B2AR arrestin 0.2%, USP2a block 2.1%, uPA generation -4.4%, BCR signal inh -2.3%, Eya2 phos inh -5.7%, Tb PFK inh 4.4%, TSHR antag -1.8 and TCR activator -2.2%.
O=C(OCN1C(=O)c2ccccc2C1=O)c1ccccc1 was read as ELG1 repair inh 15.5%, Mito fusion yeast -4.1%, PTAP TSG101 blk -4.4%, B2AR arrestin -0.3%, USP2a block 0.7%, uPA generation 3.3%, BCR signal inh -0.4%, Eya2 phos inh 21.1%, Tb PFK inh 17.6% and TSHR antag 5.8.
`Cc1cc(N2CCN(Cc3nc(-c4ccc(Cl)cc4)oc3C)CC2)cc(C)n1` gave ELG1 repair inh -26.5%, Mito fusion yeast -10.0%, PTAP TSG101 blk -3.2%, B2AR arrestin -0.6%, USP2a block 2.2%, uPA generation -13.9%, BCR signal inh 1.5%, Eya2 phos inh -3.0%, Tb PFK inh 3.6%, TSHR antag -7.8 and TCR activator 0.1%.
Screening CN(C(=O)CSc1nnc2ccccn12)c1c(N)n(Cc2ccccc2)c(=O)[nH]c1=O returned ELG1 repair inh 20.6%, Mito fusion yeast 0.7%, PTAP TSG101 blk 0.2%, B2AR arrestin 0.1%, USP2a block 3.7%, uPA generation 3.4%, BCR signal inh 3.9%, Eya2 phos inh 1.0%, Tb PFK inh -18.6%, TSHR antag -2.3 and TCR activator 1.0%[46.1 µM].
`CC1CCOC2(O1)C(=O)N(CN1CCN(c3ccccc3F)CC1)c1ccccc12` (configuration not stated) gave ELG1 repair inh 4.4%, Mito fusion yeast 2.5%, PTAP TSG101 blk -2.7%, B2AR arrestin -0.4%, USP2a block -0.4%, uPA generation 1.3%, BCR signal inh inconclusive, Eya2 phos inh -15.9%, Tb PFK inh -2.3%, TSHR antag 9.2 and TCR activator 8.8%.
Screening CCCc1cc(=O)[nH]c(SCC(=O)Nc2nonc2C)n1 returned ELG1 repair inh 0.6%, Mito fusion yeast -8.0%, PTAP TSG101 blk -1.4%, B2AR arrestin 0.2%, USP2a block 0.7%, uPA generation -1.9%, BCR signal inh 2.6%, Eya2 phos inh 2.6%, Tb PFK inh -2.3%, TSHR antag -1.4 and TCR activator -7.6%.
COc1cccc2c1C(=O)c1c(O)c3c(c(O)c1C2=O)C[C@@](O)(C(=O)CO)C[C@@H]3O[C@H]1C[C@H](N)[C@H](O)[C@H](C)O1 was read as ELG1 repair inh inconclusive, Mito fusion yeast -22.4%, PTAP TSG101 blk -7.7%, B2AR arrestin -0.5%, USP2a block inconclusive, uPA generation -76.1%, BCR signal inh inconclusive, Eya2 phos inh 30.5%, Tb PFK inh inconclusive, TSHR antag 5.1 and TCR activator 15.6%.
For C=CCSC1=N/C(=C\c2ccsc2)C(=O)S1 the results were ELG1 repair inh -2.8%, Mito fusion yeast -6.1%, PTAP TSG101 blk -3.3%, B2AR arrestin -0.7%, USP2a block 0.3%, uPA generation -10.0%, BCR signal inh -0.8%, Eya2 phos inh 5.6%, Tb PFK inh -1.4%, TSHR antag -4.7 and TCR activator 2.4%.
Screening O=C(CCc1nc(-c2ccccc2)no1)NC1CCCCC1 returned ELG1 repair inh 5.0%, Mito fusion yeast -1.7%, PTAP TSG101 blk -0.1%, B2AR arrestin 0.1%, USP2a block 0.3%, BCR signal inh inconclusive, Eya2 phos inh 2.1%, Tb PFK inh -2.9%, TSHR antag 2.5 and TCR activator -3.8%.
Screening CCCCn1cnc2c(c1=O)c1nc3ccccc3nc1n2Cc1ccc2c(c1)OCO2 returned ELG1 repair inh 8.9%, Mito fusion yeast 4.8%, PTAP TSG101 blk 0.5%, B2AR arrestin 0.2%, USP2a block 4.7%, uPA generation 6.1%, BCR signal inh 14.3%, Eya2 phos inh 14.0%, Tb PFK inh -2.5%, TSHR antag -8.7 and TCR activator -8.0%.
`Cc1ccc(NS(=O)(=O)c2c(C)[nH]c(C)c2C(=O)N2CCCCC2)c(Cl)c1` gave ELG1 repair inh 0.0%, Mito fusion yeast 1.5%, PTAP TSG101 blk -2.8%, B2AR arrestin -0.9%, USP2a block 2.8%, uPA generation 2.4%, BCR signal inh 5.8%, Eya2 phos inh -8.0%, Tb PFK inh -3.2%, TSHR antag 11.6 and TCR activator -4.8%.
`COc1ccc2nc3ccccc3nc2c1NC(=O)c1ccccc1Cl` gave ELG1 repair inh inconclusive, Mito fusion yeast 7.0%, PTAP TSG101 blk inconclusive, B2AR arrestin -0.5%, USP2a block 2.1%, uPA generation 2.0%, BCR signal inh 15.4%, Eya2 phos inh -1.5%, Tb PFK inh -7.9%, TSHR antag -14.3 and TCR activator 0.2%.
For COCCNC(=O)C1CCN(S(=O)(=O)c2ccc3c(c2)OCCO3)CC1 the results were ELG1 repair inh 7.2%, Mito fusion yeast -3.7%, PTAP TSG101 blk -6.7%, B2AR arrestin 0.1%, USP2a block -0.9%, uPA generation 1.5%, BCR signal inh -0.9%, Eya2 phos inh 7.6%, Tb PFK inh -0.3% and TSHR antag 0.6.
`COC(=O)c1c(NC(=O)CN2C(=O)c3ccccc3C2=O)sc(Cc2ccc3c(c2)OCO3)c1C` gave ELG1 repair inh 10.3%, Mito fusion yeast 3.2%, PTAP TSG101 blk 0.0%, B2AR arrestin -1.9%, USP2a block 2.2%, uPA generation -16.4%, BCR signal inh 1.5%, Eya2 phos inh 6.3%, Tb PFK inh 0.3%, TSHR antag -2.0 and TCR activator -1.8%.
O=C(O)C1CCN(C(=O)COc2ccc3c(c2)oc(=O)c2ccccc23)CC1 was read as ELG1 repair inh 12.0%, Mito fusion yeast -2.7%, PTAP TSG101 blk -15.6%, B2AR arrestin -0.4%, USP2a block -1.0%, uPA generation 18.0%, BCR signal inh inconclusive, Eya2 phos inh inconclusive, Tb PFK inh 4.9%, TSHR antag 1.6 and TCR activator -5.4%.
`Cc1cccc(C(=O)NC2C(=O)NNC2c2ccc(Cl)cc2)c1` (configuration not stated) gave ELG1 repair inh -7.6%, Mito fusion yeast 1.9%, PTAP TSG101 blk -0.9%, B2AR arrestin -0.2%, USP2a block 4.8%, uPA generation 8.0%, BCR signal inh inconclusive, Eya2 phos inh -2.1%, Tb PFK inh -4.2%, TSHR antag -1.7 and TCR activator 6.3%.
CCCCC1C2=C(CCCC2=O)OC2=C1C(=O)CCC2 was read as ELG1 repair inh -0.3%, Mito fusion yeast -4.2%, PTAP TSG101 blk -1.5%, B2AR arrestin 0.1%, USP2a block 3.6%, uPA generation 1.0%, BCR signal inh 7.8%, Eya2 phos inh -6.2%, Tb PFK inh 2.9%, TSHR antag -10.8 and TCR activator -2.0%[46.1 µM].
Screening CCC(=O)NC(=S)Nc1ccc(NC(=O)c2cccc([N+](=O)[O-])c2C)cc1 returned ELG1 repair inh inconclusive, Mito fusion yeast -3.6%, PTAP TSG101 blk -9.2%, B2AR arrestin -1.3%, USP2a block 0.1%, uPA generation -1.4%, BCR signal inh -0.8%, Eya2 phos inh 7.1%, Tb PFK inh -0.1%, TSHR antag -9.3 and TCR activator -4.5%[46.1 µM].
Screening CCCCNC(=O)Nc1ccccc1C(=O)Nc1ccc(OC)cc1 returned ELG1 repair inh inconclusive, Mito fusion yeast -1.9%, PTAP TSG101 blk -2.0%, B2AR arrestin -1.1%, USP2a block 4.4%, uPA generation -11.7%, BCR signal inh -23.1%, Eya2 phos inh -20.7%, Tb PFK inh -4.9%, TSHR antag -10.6 and TCR activator 4.4%.
Screening O=C(/C=C/c1c(Cl)cccc1Cl)NCc1ccco1 returned ELG1 repair inh inconclusive, Mito fusion yeast -2.2%, PTAP TSG101 blk 0.1%, B2AR arrestin -0.4%, USP2a block 2.0%, uPA generation -2.6%, BCR signal inh inconclusive, Eya2 phos inh -3.4%, Tb PFK inh -10.8%, TSHR antag 1.0 and TCR activator 2.9%[46.1 µM].
For COc1ccc(OC)c(S(=O)(=O)Nc2ccccc2C)c1 the results were ELG1 repair inh -0.4%, Mito fusion yeast 0.8%, PTAP TSG101 blk -9.2%, B2AR arrestin -0.9%, USP2a block 4.0%, uPA generation -2.5%, BCR signal inh 11.9%, Eya2 phos inh 5.0%, Tb PFK inh 21.1%, TSHR antag 5.1 and TCR activator 7.7%.
Cc1oc(-c2ccc(Cl)cc2)nc1CN1CCC(C(=O)NCc2ccco2)CC1 was read as ELG1 repair inh -8.7%, Mito fusion yeast -5.4%, PTAP TSG101 blk -5.5%, B2AR arrestin -0.3%, USP2a block 3.2%, BCR signal inh -2.0%, Eya2 phos inh -31.4%, Tb PFK inh -0.1%, TSHR antag -10.4 and TCR activator -1.6%.
